Screening results: PubChem, several laboratories
IDE cell inh: cellular human IDE inhibition | HEK cells, FAbetaB cleavage, fluorescence polarization | inhibition, % at 5.59 µM | 320,000 tested, 0.41% active | AID 434962;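 active means percent inhibition above the average of all tested compounds plus 3 SD, set per screening campaign, cut at about 16% in these data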;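 further: IDE supplied by intact live HEK cells; FP after avidin binding of uncleaved biotin substrate so inhibition keeps polarization high; 0% = DMSO wells and 100% = 60 µM reference IDE inhibitor Ii1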
Target sequence (P14735 whole entry, looked up): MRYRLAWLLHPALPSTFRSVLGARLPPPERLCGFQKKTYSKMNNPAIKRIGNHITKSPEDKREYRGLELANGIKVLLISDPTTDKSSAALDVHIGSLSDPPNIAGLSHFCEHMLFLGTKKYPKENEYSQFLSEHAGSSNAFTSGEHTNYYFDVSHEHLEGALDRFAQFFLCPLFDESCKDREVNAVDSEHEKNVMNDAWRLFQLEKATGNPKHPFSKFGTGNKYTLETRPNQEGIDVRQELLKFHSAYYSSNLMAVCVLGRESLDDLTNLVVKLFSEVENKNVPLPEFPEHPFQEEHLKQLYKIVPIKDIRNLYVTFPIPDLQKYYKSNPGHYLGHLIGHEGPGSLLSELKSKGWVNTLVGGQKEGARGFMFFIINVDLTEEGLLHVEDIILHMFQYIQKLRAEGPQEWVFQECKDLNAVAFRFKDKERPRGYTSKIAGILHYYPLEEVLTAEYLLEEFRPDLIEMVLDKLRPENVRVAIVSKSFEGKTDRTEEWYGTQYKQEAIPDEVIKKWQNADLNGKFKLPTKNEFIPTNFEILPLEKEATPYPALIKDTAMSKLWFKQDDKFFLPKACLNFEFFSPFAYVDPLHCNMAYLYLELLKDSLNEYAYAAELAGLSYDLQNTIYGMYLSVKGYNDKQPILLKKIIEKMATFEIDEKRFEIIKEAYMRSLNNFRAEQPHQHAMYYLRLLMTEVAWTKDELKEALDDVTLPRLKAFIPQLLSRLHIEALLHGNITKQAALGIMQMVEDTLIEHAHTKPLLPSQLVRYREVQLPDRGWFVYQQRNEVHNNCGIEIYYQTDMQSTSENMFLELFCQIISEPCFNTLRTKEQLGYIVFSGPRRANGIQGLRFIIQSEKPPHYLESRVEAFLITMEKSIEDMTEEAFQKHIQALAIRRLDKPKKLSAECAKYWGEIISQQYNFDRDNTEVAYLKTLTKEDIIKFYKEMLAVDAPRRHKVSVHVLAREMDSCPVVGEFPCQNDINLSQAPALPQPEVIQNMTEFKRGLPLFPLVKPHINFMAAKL
M18AAP inhibitor: blocks P. falciparum M18 aspartyl aminopeptidase; 290,000 tested, 1.2% active; inhibition, % at 7.35 µM; recombinant PfM18AAP, H-Glu-NHMec fluorogenic cleavage;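 active means inhibition above the campaign mean inhibition over all tested compounds plus 3 SD, cut at about 28% in these data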;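 further: 0% = plate median of test compound wells and 100% = 2 mM ZnCl2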
DNA FID counter: counter-screen for HCV NS3 helicase inhibitors: DNA intercalator displacement; DNA fluorescent intercalator displacement, fluorescence; inhibition, % at 7.9 µM; 290,000 tested, 0.17% active; AID 1845; in the data active means inhibition above about 37%;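 further: 0% = vehicle and 100% = reference compound; higher means more ethidium bromide displaced from hairpin DNA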
UBC9 SUMO inh: blocks human SUMOylation mediated by UBC9; HTRF SUMOylation assay, SAE1/SAE2 + UBC9, in vitro; inhibition, % at 35 µM; 290,000 tested, 0.36% active; in the data active means inhibition above about 50%, passing the limit was not always enough; further: strong numbers were not always called active
VIM-2 inhibitor: inhibitors of Pseudomonas aeruginosa VIM-2 metallo-beta-lactamase; AID 1527; 290,000 tested, 0.89% active; inhibition, % at 5.6 µM; purified VIM-2, nitrocefin hydrolysis, epi-absorbance fluorescence;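 active means inhibition above the mean of all tested compounds plus 3 SD, cutoff set per screening run, cut at about 7.5% in these data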;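 further: red hydrolysis product quenches plate fluorescence so inhibitors raise well fluorescence; 0% = enzyme with DMSO and 100% = DMSO without enzyme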
IDE cell activ: activators of human insulin-degrading enzyme in cells | HEK cells, FAbeta-B cleavage, fluorescence polarization; 0% vehicle, 100% cell-free pure enzyme wells | activation, % at 5.96 µM | 340,000 tested, 0.073% active | AID 493087;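 active means activation above the mean of all tested compounds plus 3 SD, set per screening campaign, cut at about 17% in these data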
pCIP destab: p/CIP protein destabilization | F442A p/CIP-EGFP cells, EGFP fluorescence, 16 h | AID 1984 | decrease of EGFP signal, % at 10 µM | Q05BA5 | 290,000 tested, 0.01% active;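 active means EGFP signal decrease of at least 30% at 10 µM or well 3 SD below plate mean, unless failing retest; inactive means the rest, including hits failing retest or dose response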; further: some compounds called inactive have numbers as strong as hits; many of its hits are not listed in these tables
IMP-1 inhibitor: blocks Pseudomonas aeruginosa IMP-1 metallo-beta-lactamase; 290,000 tested, 0.45% active; inhibition, % at 5.6 µM; purified IMP-1, nitrocefin hydrolysis, epi-absorbance fluorescence;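 active means inhibition above the mean plus 3 SD of all compounds in the same screening run, cut at about 4.5% in these data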;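 further: 0% = IMP-1 with DMSO and 100% = DMSO wells lacking enzyme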
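System: Purified IMP-1 | Read-out basis: Percent enzyme inhibition | Controls: IMP-1 with DMSO as 0%, enzyme-free DMSO as 100% | Replicates: One well per compound | Doses: 5.6 µM nominal single concentration | Detection: Epi-absorbance fluorescence, 480 nm excitation, 530 nm emission | Incubation: 25 °C, 15 min preincubation, 25 min reaction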
HCV NS3 hel inh: blocks Hepatitis C virus NS3 helicase unwinding; NS3 helicase DNA unwinding, Cy5 molecular beacon fluorescence; inhibition, % at 10.9 µM; 290,000 tested, 0.56% active; AID 1800;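 active means inhibition above the mean of all tested compounds plus 3 SD, set per campaign, cut at about 35% in these data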;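 further: 0% = DMSO wells and 100% = thioflavine S control wells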
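assay system = NS3 helicase fragment of HCV | buffer or medium = MOPS pH 6.5, MgCl2, DTT, Tween20, BSA | timing = 60 min unwinding reaction at 25 °C after ATP addition | signal = Cy5 beacon fluorescence read at start and 1 h | read-out basis = % inhibition of unwinding | control set = low DMSO, high thioflavine S at 110 µM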
* hit, by the source's call; . = no result given; & = joins results of further samples.

Below each compound – M18AAP inhibitor	HCV NS3 hel inh	IDE cell activ	VIM-2 inhibitor	pCIP destab	DNA FID counter	IDE cell inh	UBC9 SUMO inh	IMP-1 inhibitor
Cc1ccc2c(c1)c(C)c(C)n2CC(O)Cn1nc(C)cc1C (configuration not stated)
  4	-2	7	-2.6	-4	-23	-3	2	-3.3
CC(=O)NCC(=O)OCC(=O)c1ccccc1
  8	-7	2	0.9	4	-2	1	13	-1.4
O=C(CCCOc1ccccc1)N1CCN(c2ccccc2)CC1
  2	4	-5	-3.8	2	-40	3	4	-3.9
CCN(CC(=O)NCc1ccc(F)cc1)c1ccc(S(C)(=O)=O)cc1[N+](=O)[O-]
  1	-12	7	-2.6	-6	1	2	30	-2.1
O=C(CSc1cccs1)Nc1ccc2ccccc2c1
  6	-6	-6	-1.5	-10	-4	7	29	-1.2
Cc1nc(NNC(=O)c2ccccc2)cc(-c2ccccc2)n1
  9	6	-6	-2.2	-2	-3	-5	0	-4.6
O=S(=O)(/C=C/c1ccccc1)NCCc1ccccn1
  11	-4	2	-1.8	0	-3	3	17	-1.2
Nc1ccc(S(=O)(=O)N2CCCC2C(=O)O)cc1 (configuration not stated)
  -9	16	-3	-1.6	-3	1	1	10	-2.7
Cc1cc2oc(=O)cc(CN3CCCCC3C)c2cc1C(C)C (configuration not stated)
  19	3	-1	-2.0	-12	-19	-1	-10	-3.3
COc1ccc(CNC(=O)C(c2ccccc2F)N(C(=O)c2csnn2)C2CC2)cc1 (configuration not stated)
  -3	4	3	0.5	-14	-28	3	-3	-1.4
CC(C)(C)NC(=O)CSc1nnc(-c2ccccn2)n1-c1ccccc1
  3	4	-23	1.7	-15	-7	9	17	-2.0
C/C(=N\NC(=O)c1ccccc1F)c1ccccn1
  -8	2	5	-7.0	-10	2	-1	2	-5.1
CCNc1nc(NCC)n2c(SCC(=O)c3ccccc3Cl)nnc2n1
  -5	1	-3	-3.0	-7	-18	6	-1	-3.9
COc1cccc(CN(C)CC(=O)NC(=O)NCc2ccccc2)c1
  2	4	3	0.3	-16	-10	6	4	-3.9
Cc1ccc(Cn2ncc3c(N4CCN(c5ccc(C)cc5)CC4)ncnc32)cc1
  0	1	3	-1.4	-1	-5	10	8	-3.0

(continued)
Below each compound – M18AAP inhibitor	HCV NS3 hel inh	IDE cell activ	VIM-2 inhibitor	pCIP destab	DNA FID counter	IDE cell inh	UBC9 SUMO inh	IMP-1 inhibitor
CCOC(=O)/C(C#N)=C1/C=C(C)NC(c2ccccc2O)=N1
  -1	7	8	-1.4	-8	-6	9	10	-1.8
O=C(O)c1cc(NC(=O)c2cccc(C(=O)Nc3cc(C(=O)O)cc(C(=O)O)c3)c2)cc(C(=O)O)c1
  1	2	1	-1.2	-9	3	-5	20	-4.3
CC(C)[C@H](NC(=O)c1ccccc1)C(=O)OCC(=O)N1CCc2ccccc2C1
  11	0	-2	-3.1	-7	-23	4	6	-1.1
CC(NC(=O)CN1CCN(Cc2cccc(F)c2)CC1)c1ccccc1 (configuration not stated)
  -1	-11	2	0.9	-4	-8	-4	2	-1.3
Cc1ccc(NC(=O)Cc2nc(CCl)cs2)cc1
  0	6	-2	-1.8	-9	-4	-2	3	-1.1
Cc1cc(N/N=C/c2ccccc2)nc(NCc2ccccc2)n1
  4	-72	3	-3.1	-3	2	6	-47	-5.4
Fc1ccc(-c2ccc(CNCc3ccccn3)o2)cc1Cl
  -6	-2	3	38*	-6	10	1	12	-0.2
Cc1ccc(-c2nc3ccccc3c(=O)o2)cc1
  1	5	-1	-0.7	7	3	1	-2	0.0
Fc1cccc(Cl)c1-c1nnc2ccc(C(F)(F)F)cn12
  -5	3	6	-3.3	-10	6	6	-1	-2.7
C/C(=N/NC(=O)c1ccc(Cl)cc1Cl)c1cccnc1
  0	-3	3	-0.6	-10	-5	-3	8	-1.2
CCCCCCCCCCNC(=O)C(=O)Nc1ccccn1
  -21	-10	-2	-1.3	-26	-2	-2	15	-1.5
COc1ccc(N2C(=O)CC(N3CCN(c4cccc(Cl)c4)CC3)C2=O)cc1 (configuration not stated)
  0	-4	5	-0.6	10	-25	-1	-4	-0.3
Cc1cccc(C)c1NS(=O)(=O)c1cc2c3c(c1)CC(=O)N3CCC2
  -5	15	-5	-1.5	-10	-26	10	.	-2.2
COCC(C)n1c(SCC(=O)N(C)C2CCS(=O)(=O)C2)nc2ccccc2c1=O (configuration not stated)
  4	9	4	-3.2	20	-17	1	-15	-1.6
COc1ccc(C(CC(=O)O)NC(=O)c2cc3cc(Br)ccc3oc2=O)cc1OC (configuration not stated)
  -13	-6	5	0.5	5	-37	9	20	0.5

(continued)
Below each compound – M18AAP inhibitor	HCV NS3 hel inh	IDE cell activ	VIM-2 inhibitor	pCIP destab	DNA FID counter	IDE cell inh	UBC9 SUMO inh	IMP-1 inhibitor
CS(=O)(=O)N(CC(=O)N1CCOCC1)c1ccc2c(c1)OCO2
  -3	16	11	-5.4	0	-15	4	-2	-3.1
O=C(O)CSc1nc2c(c(C(F)(F)F)n1)CCCC2
  -3&4	20&7	-4&6	-0.1&-0.9	7&-17	-1&16	-5&-2	18&8	-2.0&-3.5
CCn1cc(/C=C(\NC(=O)c2ccccc2Cl)C(=O)N2CCN(C)CC2)c2ccccc21
  4	-13	-1	2.2	6	0	.	9	-0.3
COc1ccc(-c2nnc(N(C)C(=O)C3CCCO3)s2)cc1 (configuration not stated)
  -8	-9	4	0.1	-11	-9	2	11	-2.4
COc1ccc(CCC(C)N2CCC(CO)(Cc3ccccc3)CC2)cc1 (configuration not stated)
  -8	10	-3	-2.6	0	2	9	4	-3.8
C/C(Cc1ccccc1)=N/NC(=O)CNC(=O)C(c1ccccc1)c1ccccc1
  -1	-7	2	-2.0	-2	-5	5	11	-1.8
O=C(CSc1ncnc2[nH]ncc12)Nc1nc(-c2ccc(F)c(F)c2)cs1
  3	5	-6	-5.0	-7	-9	14	19	-4.1
Cc1cc(C)n2nc(SCN3C(=O)c4ccccc4C3=O)nc2n1
  77*	-4	4	3.1	-9	-6	5	-18	3.2
CCOC(=O)c1ccc2c(c1)nc(SCC(=O)c1ccco1)n2CC
  2	6	0	-1.5	-7	-18	-3	3	-2.4
CN(C)c1oc(-c2ccccc2Cl)nc1S(=O)(=O)c1ccccc1
  1	4	5	-0.8	-2	-12	1	2	-0.1
COc1ccc(NCc2ccc3c(c2)OCO3)cc1Cl
  1	-2	-1	2.1	-1	-1	0	-15	-4.1
O=C(c1ccc(Cl)cc1)c1oc2ccccc2c1CS(=O)(=O)c1ccccc1
  -9	1	1	-1.5	-11	2	-1	14	-2.9
CC(=O)c1cccc(NC(=O)COC(=O)C2=COCCO2)c1
  -3	-5	1	-2.1	-4	-4	-6	-10	-0.1
CCOC(=O)CSc1nc2cc(C)ccc2cc1C#N
  7	16	-4	-0.1	-1	5	5	-7	-5.1
COc1cc(SC)ccc1C(=O)N(C)Cc1ccccc1
  2	-4	5	-1.4	-15	-19	-9	-6	-2.1

Following part.
Below each compound – M18AAP inhibitor	HCV NS3 hel inh	IDE cell activ	VIM-2 inhibitor	pCIP destab	DNA FID counter	IDE cell inh	UBC9 SUMO inh	IMP-1 inhibitor
O=C(Cn1cnc(S(=O)(=O)N2CCCCC2)c1)NCc1ccco1
  0	7	-3	-2.6	-3	-3	-7	18	0.4
Cc1sc2ncn(CC(=O)NCCCC(=O)N(C)Cc3ccccc3)c(=O)c2c1C
  2	-3	1	-5.0	12	-35	3	8	-3.5
CCCC(=O)NC(c1ccc(N(C)C)cc1)c1ccc2cccnc2c1O (configuration not stated)
  10	6	6	-3.1	-5	-31	3	-9	-3.0
CSc1nc(Cl)cc(N(CCO)CCO)n1
  22	20	-4	1.1	-19	-2	0	9	-1.1
CNC(=O)c1[nH]cnc1C(=O)Nc1cccc(OC)c1
  1	0	2	-3.3	-8	-7	3	22	-2.5
CCOC(=O)C1CCCN(C2CC(=O)N(c3ccccc3)C2=O)C1 (configuration not stated)
  -4	5	5	-2.3	-1	-7	6	13	-2.6
Cc1ccc(-c2ccc(/C=N/NC(=O)CN3CCCC3)o2)cc1Cl
  3	-31	0	-7.1	6	6	-8	14	-3.3
CC(C)CNC(=O)c1cccc2c1-c1ccccc1C2=O
  -10	-1	4	1.3	-5	-5	1	11	-0.3
Oc1ccc(/C=N/NC(=S)Nc2cccnc2)cc1O
  60*	4	5	2.4	2	-3	-5	24	-6.0
c1cc(Nc2ncnc3sccc23)cc(-c2nnc3n2CCCCC3)c1
  -9	1	-12	0.6	2	-21	1	1	-3.2
COc1ccccc1N1CCN(CC(=O)N2N=CCC2c2ccccc2)CC1 (configuration not stated)
  -3	17	2	0.3	-5	-6	-2	0	-1.9
O=C(CC1C(=O)NCCN1Cc1ccc(-c2ccccc2)cc1)NCCCn1cccn1 (configuration not stated)
  -9	-8	5	0.1	-12	-21	-1	1	-0.8
Cc1ccc(C(=O)Nc2ccon2)cc1S(=O)(=O)N1CCCC1
  -3	-3	1	-1.1	2	-2	0	-4	-3.8
COc1ccc(Cl)cc1NC(=S)Nc1ccc(Cl)cn1
  -16	-9	-3	0.9	-3	0	-4	10	-1.0
Cn1nnnc1SCC(=O)N1c2ccccc2Sc2ccccc21
  -9	-1	-4	-0.3	-6	-5	4	1	-1.2

Going on with the list:
Below each compound – M18AAP inhibitor	HCV NS3 hel inh	IDE cell activ	VIM-2 inhibitor	pCIP destab	DNA FID counter	IDE cell inh	UBC9 SUMO inh	IMP-1 inhibitor
Cc1ccc(NS(=O)(=O)c2cc(C(=O)NCCSC3CCCCC3)ccc2C)cc1
  0	-21	5	-0.3	-2	-14	4	-32	-1.5
O=c1c2[nH]c3ccccc3c2ncn1CCN1CCNCC1
  -7	9	4	-1.1	-11	4	4	-3	-3.9
COc1ccc(N)cc1-n1c(C)ccc1C
  12	-2	9	-3.4	-1	-3	1	37	-0.1
CCN(CC)CCNC(=O)c1ccc(NC(=O)c2cccc(S(=O)(=O)N3c4ccccc4CC3C)c2)cc1 (configuration not stated)
  0	-74	-2	-4.8	-12	34	2	4	-6.2
COc1cccc(CNC(=O)c2cccs2)c1
  8	-7	6	-3.6	-18	-7	4	3	-3.3
CC(C)OC(=O)c1cc(NC(=O)C2C3CCC(O3)C2C(=O)O)cc(C(=O)OC(C)C)c1 (configuration not stated)
  12	-8	0	0.2	-2	-11	-3	-17	0.8
COc1ccc(C)cc1-n1nnnc1SCC1CCCCO1 (configuration not stated)
  -11	3	-11	0.1	3	-15	1	2	-0.8
O=C(O)CCC(=O)OCC1CCCO1 (configuration not stated)
  3	-8	2	-3.5	-6	1	0	11	-3.5
CC(C)C(NS(=O)(=O)c1ccc2c(c1)OCCCO2)C(=O)O (configuration not stated)
  -10	-3	1	-2.5	-1	0	2	11	-0.9
O=C1CCCCCN1C(=O)c1cccc(C(=O)N2CCCCCC2=O)c1
  1	11	5	-1.6	-13	1	3	18	-4.2
COc1ccccc1NC(=O)NC1(C(=O)N2CCCCCC2)CCCCC1
  0	-2	3	-0.9	-11	-3	2	-14	-1.4
O=C1C2C3C=CC(C3)C2C(=O)N1/N=C/c1ccc(-c2ccccc2[N+](=O)[O-])o1 (configuration not stated)
  1	-9	3	-0.3	6	4	10	29	-0.8
